Screening data from PubChem.
MmCpn inh: Inhibitors of TCP-1 ring complex (TRiC) of Methanococcus maripaludis (MmCpn): qHTS. Potency, µM (top dose mostly 76.9 µM), without a hit: at the top dose activity, negative = inhibition, usual class: inhibitors. hit rate 0.031% among 330,000. AID 504842, 2011. purified Mm-Cpn ATPase, ADP Transcreener TR-FRET; further: potency means the concentration at half of the fitted maximal effect; on the % scale 0 is the no-effect control and ±100 the full control effect; nearly all actives have a fitted effect of over 80% in size
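Inhibition of chaperonin ATP hydrolysis is measured as reduced ADP production, detected by competitive TR-FRET in which signal falls with ADP. Final enzyme 25 nM and ATP 10 uM, reacted 30 min at 37°C.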
CCT chaperon mod: High-Throughput Screening for Modulators of Cytosolic Chaperonin Activity; purified chaperonin ATPase assay, HTRF ADP detection, 30 min; activity change, % (no concentration beside the values), hits read low; hit rate 0.3% among 360,000; in the data active means activity change below about -30%; further: on the % scale 0 is the no-effect control and ±100 the full control effect
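ATPase activity: ADP formed was measured by HTRF Transcreener (665/615 nm ratio) after 30 min at 37 deg C with 10 uM ATP. Compounds screened at one 76 uM concentration against 40 or 20 nM TRiC in Tris pH 7.4/KCl/MgCl2/DTT buffer.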
HepG2 viability: qHTS for Inhibitors of TGF-b: Cytotox Counterscreen | Potency, µM (titrated, usually from 46.1 µM), inactives show at the top dose activity change, negative = cytotoxicity, usual class: cytotoxic | AID 588856, 2011 | hit rate 0.76% among 410,000 | HepG2 CAGA-GFP viability, ATP luminescence, 18 h; further: potency means the concentration at half of the fitted maximal effect; some results filed as inactive show a strong effect at the top dose
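CellTiter-Glo luminescence gave cytotoxicity after 18 hours at 37 degrees C. The cells were HepG2 CAGA-GFP in 1% FBS DMEM, stimulated with 500 pg/mL TGF-beta after compound addition. %Activity was normalised to no-cell wells (complete cell-killing) and DMSO (no toxicity), and curves were fitted and classified.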
Akt phos inh: HTS Assay for Inhibitors of Akt Phophorylation: Primary Screen. activity change, % for hits at 50 µM. hit rate 0.32% among 360,000. Neuro2A IGF-stimulated pAkt S473 HTRF, 20 min; hits give low values. AID 651550, 2012; in the data active means activity change below about -80%; inconclusive means mostly about -51% to -80%; further: on the % scale 0 is the no-effect control and ±100 the full control effect
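Single-point screen (50 µM final compound) in Neuro2A cells stimulated 20 min with 6 nM IGF at 37 deg C. After lysis, Ser473-phosphorylated Akt read by HTRF (ex 330 nm, em 615/665 nm) as the 665/615 ratio.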
ATXN viability: Viability Counterscreen for Primary qHTS for Inhibitors of ATXN expression | hit rate 0.49% among 400,000 | Potency, µM (highest dose often 56.7 µM), usual class: cytotoxic | S2 cells (HEK-293 line with an ATXN2-luciferase reporter) viability, CellTiter-Fluor protease fluorescence, 24 h; further: potency means the concentration at half of the fitted maximal effect; nearly all actives have a fitted effect of over 40% in size
TGFb inhibitor: qHTS for Inhibitors of TGF-b; HepG2 CAGA-GFP TGF-b/SMAD3 reporter, GFP fluorescence, 18 h; TGF-beta stimulated, 500 pg/mL final; Potency, µM (titrated, usually from 46.1 µM), for the others: top-dose activity, negative = inhibition, hits mostly inhibitors; hit rate 1.2% among 410,000; further: potency means the concentration at half of the fitted maximal effect; on the % scale 0 is the no-effect control and ±100 the full control effect; nearly all actives have a fitted effect of over 65% in size
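HEPG2 CAGA-GFP cells (1000/well, DMEM with 1% FBS) were pre-incubated 2 h at 37 degrees C, given compound by pin tool, then stimulated with TGF-beta at 500 pg/mL final for 18 h before per-cell GFP fluorescence imaging.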
Nrf2 inh: Nrf2 qHTS screen for inhibitors; AID 504444, 2011; A549 ARE-Fluc reporter, luciferase luminescence, 18-24 h; Potency, µM (top dose mostly 46 µM), inactives show top-dose activity change, negative = inhibition, usual class: inhibitors; hit rate 2.1% among 360,000; further: potency means the concentration at half of the fitted maximal effect; on the % scale 0 is the no-effect control and ±100 the full control effect; nearly all actives have a fitted effect of over 60% in size
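A549 ARE_Fluc cells, 5000/well, 5% FBS OPTI-MEM; compounds in dose-response, 18-24 h at 37 °C/5% CO2; CellTiter-Fluor viability read (Ex 405/Em 525), then BugLite luciferase luminescence = Nrf2 activity.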
Nrf2 ARE act: qHTS of Nrf2 Activators; AREc32 ARE-luciferase reporter (MCF7-derived line), luminescence, 24 h; hit rate 0.31% among 410,000; AID 624171, 2012; Potency, µM (series often up to 46.1 µM), without a hit: top-dose activation, most hits filed as activators; further: potency means the concentration at half of the fitted maximal effect; % of control where 0% means no effect; nearly all actives have a fitted effect of over 65% in size
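AREc32 cells carrying an ARE-driven firefly luciferase reporter were seeded at 1000 cells/well in OPTI-MEM with 5% FBS, then exposed to compound for 24 hr at 37 deg C. Luminescence was read with Steady-Glo after 30 min at RT.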
A549 tox: Nrf2 qHTS screen for inhibitors: counterscreen for cytotoxicity; A549 ARE-Fluc cells, CellTiter-Fluor viability, 18-24 h; Potency, µM (top dose mostly 46 µM), without a hit: top-dose activity change, negative = cytotoxicity, actives largely listed as inhibitors; hit rate 0.16% among 390,000; AID 504648, 2011; further: potency means the concentration at half of the fitted maximal effect; on the % scale 0 is the no-effect control and ±100 the full control effect
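Cytotoxicity counterscreen: CellTiter-Fluor fluorescence was measured in A549 ARE_Fluc cells after 18-24 h of compound exposure in a concentration series. The subsequent BugLite luminescent read reports ARE-luciferase activity.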
* hit, by the source's call; i = inactive; u = inconclusive; x = not tested or not shown; [ ] = dose if it differs, or a comment. Unless noted, the call rests on the fitted dose curve; in most records, active means well fitted curve in the direction sought with a large enough effect; inconclusive means small, poorly fitted or top-dose-only effect, or another doubt; inactive means no such curve, though single readings can be large; an effect the other way counts as inactive or inconclusive.

SMILES	MmCpn inh	CCT chaperon mod	HepG2 viability	Akt phos inh	ATXN viability	TGFb inhibitor	Nrf2 inh	Nrf2 ARE act	A549 tox
Cc1cccc(N(Cc2ccccc2)C(=O)c2ccc(F)c(S(=O)(=O)N3CCOCC3)c2)c1	3%	-0.7	-2%	i	u	0%	-13%	-0.6%	-1%
CCCS(=O)(=O)N1CCCC(C(=O)NCCCN(C)c2ccccc2)C1 (stereo unspecified)	-4%	-7.9	13%	i	i	12%	10%	0.0%	-2%
Cc1ccc(NC(=O)c2cc3c(=O)n(Cc4ccco4)ccc3nc2C)cc1C	x	x	-17%	x	x	u	u	22%	15%
O=C(CSc1nnc(CNC(=O)c2cccs2)o1)Nc1ccccc1	-12%	0.7	19%	i	i	11%	-4%	0.4%	-4%
COc1ccc(-c2csc(Nc3ccc(S(=O)(=O)Nc4cc(C)on4)cc3)n2)cc1C	1%	0.2	1%	i	i	u	u	4.0%	-9%
O=C(N/N=C/C1=Cc2ccccc2OC1)c1ccncc1	1%	1.9	12%	i	i	12%	3%	2.9%	10%
O=C(CN1C(=O)CCSc2ccccc21)NC1CCCCC1	-1%	-36*	-7%	x	i	1%	u	-0.6%	u
COc1ccc(NC(=O)c2cc(-c3cc(Cl)ccc3OC)n[nH]2)c(C)c1	x	-3.0	-19%	i	i	28%	x	3.9%	x
C[N+]1(CC(=O)OCCCc2ccccc2)CCCCC1	1%	2.1	-2%	i	i	4%	-26%	-0.4%	2%
Cc1ccc(S(=O)(=O)C(CNC(=O)Cc2ccc(Cl)cc2)c2cccs2)cc1 (stereo unspecified)	x	x	-20%	x	i	u	x	4.2%	-18%
O=C1c2cccc3c([N+](=O)[O-])ccc(c23)C(=O)N1O	3%	0.9	-12%	i	i	-22%	u	13µM*	-13%
Cc1ccc2c3c([nH]c2c1C)-c1nonc1CC3	0%	-1.8	-2%	i	i	3%	22%	3.2%	-5%
O=C(NCCCN1CCCC1)C1CCC(=O)N1C1CCCCC1 (stereo unspecified)	0%	-2.7	-5%	i	i	2%	1%	0.2%	4%
Cc1ccc(CCNC(=O)CNC(=S)N(Cc2ccccc2)Cc2cccnc2)cc1	-1%	0.9	-74%	i	i	0%	u	1.9%	0%
NC(=O)NC(CC(=O)NCCc1ccc(S(N)(=O)=O)cc1)c1ccccc1Cl (stereo unspecified)	1%	1.9	6%	i	u	-7%	28%	2.8%	2%
COc1ccc(OC)c(S(=O)(=O)Nc2cc3c4c(c2)CCC(=O)N4CCC3)c1	-4%	0.5	-24%	i	i	9%	u	3.4%	1%
CCOC(=O)C(C)Oc1cccc2c(=O)n(CC(=O)NCCc3ccccc3)ccc12 (stereo unspecified)	-2%	0.8	-25%	i	i	-12%	4%	-0.5%	7%
Cc1nc2c(OCCOc3ccc(F)cc3)cccn2c1N(C)C(=O)CCC1CCCC1	x	0.7	-25%	i	u	u	x	-0.3%	x
O=C(N[C@@H](Cc1ccccc1)C(=O)N1CCN(S(=O)(=O)c2ccc(F)cc2)CC1)c1ccco1	-5%	0.7	-3%	i	i	-10%	11%	0.2%	-6%
Cc1nn(CC(=O)NC2CC2)c(=O)c2cc3ccccc3n12	x	x	-7%	x	x	-6%	0%	0.1%	7%
OC(COc1ccccc1)CN1CCCC1 (stereo unspecified)	-2%	0.0	-13%	i	i	u	12%	-0.8%	0%
OCCCNC(=S)Nc1ccc2nc(-c3ccccn3)c(-c3ccccn3)nc2c1	-1%	-0.7	-10%	i	i	-1%	11%	-0.6%	-3%
[O-][N+]12CCN(CC1)c1ccccc12	1%	0.2	3%	i	i	7%	-2%	-0.2%	7%
Cn1cnc2c(cnn2C)c1=O	x	-0.9	-4%	i	i	5%	3%	-0.6%	1%
CCN(c1ccccc1)S(=O)(=O)c1ccc(OC)c(NC(=O)c2ccc(=O)[nH]c2)c1	1%	0.5	-3%	i	i	3%	u	4.6%	-15%
CCC(=O)N1c2ccccc2CC1C(=O)N1CCN(c2ccccc2)CC1 (stereo unspecified)	x	x	3%	x	u	0%	x	-0.9%	-8%
CC(Sc1nncs1)C(=O)Nc1ccc2c(c1)OCO2 (stereo unspecified)	0%	0.6	-66%	i	i	0%	29%	1.3%	0%
CCOC(=O)Cn1cnc2sc3c(c2c1=O)CCC3	2%	-1.0	-10%	i	i	14%	8%	-0.7%	2%
COc1ccccc1C(=O)Nc1ccnn1C1CCN(Cc2ccc3nonc3c2)CC1	3%	0.8	-24%	i	i	-7%	-1%	2.5%	0%
O=C(Nc1ccccc1)N1CCCN(c2c(Cl)cncc2Cl)CC1	-2%	0.0	0%	i	i	3%	u	0.1%	2%
c1ccc(-[n+]2nc(Nc3cccc4ccccc34)sc2-c2c3ccccc3cc3ccccc23)cc1	2%	-0.2	-24%	i	u	u	u	0.3%	u
CC(=O)c1ccc(OCCCC(=O)Nc2ccc3c(c2)OCCO3)cc1	2%	-5.1	-17%	i	i	-7%	-20%	-0.4%	6%
O=C(c1c(F)cccc1F)N1CCN(c2ccccc2F)CC1	1%	-4.0	2%	i	i	u	-14%	1.9%	14%
O=C(O)COc1ccccc1/C=N/NC(=O)c1ccc(F)cc1	2%	1.2	0%	i	i	7%	6%	-0.1%	0%
Cc1ccc(CNc2nc(N)c([N+](=O)[O-])c(NCc3ccccc3)n2)cc1	2%	-1.1	18%	i	i	35%[activator]	0%	-0.5%	2%
O=C(Cc1ccccc1)N[C@H](c1ccccc1)P(=O)(O)CO	-1%	-0.5	3%	i	i	13%	-3%	-0.7%	-9%

Two entries from above, with values under each structure.
Value order: MmCpn inh | CCT chaperon mod | HepG2 viability | Akt phos inh | ATXN viability | TGFb inhibitor | Nrf2 inh | Nrf2 ARE act | A549 tox
> CC(Sc1nncs1)C(=O)Nc1ccc2c(c1)OCO2 (stereo unspecified)
→ 0% | 0.6 | -66% | i | i | 0% | 29% | 1.3% | 0%
> CCN(c1ccccc1)S(=O)(=O)c1ccc(OC)c(NC(=O)c2ccc(=O)[nH]c2)c1
→ 1% | 0.5 | -3% | i | i | 3% | u | 4.6% | -15%

Next entries follow:
SMILES	MmCpn inh	CCT chaperon mod	HepG2 viability	Akt phos inh	ATXN viability	TGFb inhibitor	Nrf2 inh	Nrf2 ARE act	A549 tox
CC(C)(C)c1cc(C(=O)N/N=C/c2ccccn2)n[nH]1	-2%	1.5	-8%	i	i	-1%	22%	3.9%	-8%
O=C(/C=C/c1ccc([N+](=O)[O-])cc1)NCCOc1ccc(F)cc1	0%	-0.5	3%	i	i	-8%	5%	-0.3%	1%
CCOC(=O)C1Cc2c([nH]c3ccccc23)CN1 (stereo unspecified)	-2%	-7.1	-9%	i	i	u	u	-0.9%	-16%
Cc1ccc(Nc2nc(-c3ccncc3)nc3ccccc23)cc1	-1%	0.2	-12%	i	i	8%	u	2.9%	u
Cc1cc(C(=O)N/N=C2\CCCC(=O)C2)c2ccccc2n1	-6%	0.1	-2%	i	i	6%	-9%	0.2%	-10%
CC(C)(C)C1CCCCC1NC(=O)c1ccncc1 (stereo unspecified)	0%	-3.0	-27%	i	i	-6%	-9%	-0.7%	1%
NC(=O)CSc1nnc(C2CC2)n1-c1ccccc1	-4%	-1.3	2%	i	i	21%	11%	2.8%	0%
COc1ccc2[nH]c(=O)c(CN(C(=O)C(C)C)c3ccccc3OC)cc2c1	-1%	-2.4	2%	i	i	-17%	6%	-0.5%	1%
CN(C)S(=O)(=O)N1CCN(C(=O)N2CCCCC2)CC1	2%	-2.4	-23%	i	i	1%	-2%	-0.5%	-1%
O=C(O)CC(Cc1ccccc1)C(=O)NCC12CC3CC(CC(C3)C1)C2 (stereo unspecified)	1%	-5.4	-5%	i	i	-8%	-16%	0.5%	0%
CC1CCCC(C)N1C(=O)COC(=O)CN1C(=O)c2ccccc2C1=O (stereo unspecified)	-2%	-1.4	-19%	i	i	-5%	6%	-0.5%	2%
Cc1cc(NC(=O)CCC(=O)N(c2ccccc2)C(C(=O)NC(C)(C)C)c2ccccc2Cl)no1 (stereo unspecified)	4%	-2.4	-5%	i	i	1%	8%	0.0%	-3%
CC(C)C[C@H]1CN(CCCC[C@@H]2CNC(=O)C(=O)N2CC2CCCCC2)C(=O)C(=O)N1Cc1ccccc1	x	-5.2	x	i	i	x	x	-0.5%	x
Cc1nc2sc(C(c3ccc(Cl)cc3)N3CCOCC3)c(O)n2n1 (stereo unspecified)	-1%	-4.0	-7%	i	i	-8%	-12%	0.5%	-3%
COc1cc2ccccc2cc1C(=O)Nc1ccc2oc(-c3ccccc3)nc2c1	x	x	1%	x	i	7%	-10%	1.1%	2%
Cc1ccc(-n2cnnn2)cc1S(N)(=O)=O	x	x	8%	x	i	11%	x	-0.1%	-2%
CCOc1ccc(C(=O)NCC(=O)NCC(c2ccccc2OC)N2CCCC2)cc1 (stereo unspecified)	0%	1.9	-2%	i	i	-12%	16%	-0.3%	6%
O=C(NNC(=S)Nc1ccccc1C(F)(F)F)C1CC1	-4%	0.1	-33%	i	i	9%	8%	0.0%	6%

Of the compounds above, 3 have a thiophene ring, fused or not.
SMILES	MmCpn inh	CCT chaperon mod	HepG2 viability	Akt phos inh	ATXN viability	TGFb inhibitor	Nrf2 inh	Nrf2 ARE act	A549 tox
O=C(CSc1nnc(CNC(=O)c2cccs2)o1)Nc1ccccc1	-12%	0.7	19%	i	i	11%	-4%	0.4%	-4%
Cc1ccc(S(=O)(=O)C(CNC(=O)Cc2ccc(Cl)cc2)c2cccs2)cc1 (stereo unspecified)	x	x	-20%	x	i	u	x	4.2%	-18%
CCOC(=O)Cn1cnc2sc3c(c2c1=O)CCC3	2%	-1.0	-10%	i	i	14%	8%	-0.7%	2%
